# M18AAP inhibitor = blocks P. falciparum M18 aspartyl aminopeptidase; AID 1822; recombinant PfM18AAP, H-Glu-NHMec fluorogenic cleavage; inhibition, % at 7.35 µM; actives 1.2% (n = 290,000);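 active = inhibition above the campaign mean inhibition over all tested compounds plus 3 SD, cut at about 28% in these data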;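 note: 0% = plate median of test compound wells and 100% = 2 mM ZnCl2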
# GPR7 antagonist = human neuropeptides B/W receptor 1 antagonism; inhibition, % at 4.4 µM; GPR7-expressing cells, fluorescence antagonist assay; actives 1.1% (n = 290,000); P48145; AID 1861; in the data active = inhibition above about 16%, passing the limit was not always enough;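 note: cells stimulated with the agonist NPW; 0% = agonist with vehicle and 100% = vehicle without agonist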
# MEKK2 WT-MEK5 = raises or lowers MEK5 binding to wildtype human MEKK2 PB1 domain; Q9Y2U5; AID 1531; binding response (% of control), % at 10 µM; bead flow cytometry, Alexa488-MEK5 binding to MEKK2 WT; actives lie on both sides; actives 1.1% (n = 290,000); in the data active = binding response below about 67% or above about 130%
# PHOSPHO1 block = inhibitors of human PHOSPHO1 phosphatase; Q8TCT1; recombinant PHOSPHO1, absorbance phosphatase assay; inhibition, % at 13.3 µM; actives 1.1% (n = 290,000); AID 1565; in the data active = inhibition above about 60%
# Target sequence (Q8TCT1 whole entry, looked up): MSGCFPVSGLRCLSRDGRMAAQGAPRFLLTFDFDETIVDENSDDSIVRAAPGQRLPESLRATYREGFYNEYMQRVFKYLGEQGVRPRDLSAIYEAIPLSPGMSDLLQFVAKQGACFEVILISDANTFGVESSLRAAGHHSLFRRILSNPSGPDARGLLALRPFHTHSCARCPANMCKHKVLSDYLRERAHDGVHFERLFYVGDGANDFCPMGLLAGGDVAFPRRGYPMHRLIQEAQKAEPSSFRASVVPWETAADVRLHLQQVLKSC
# OXTR agonist = agonists of human oxytocin receptor. activation, % at 3 µM. AID 2435. CHO-OTR cells, Fluo-8 calcium fluorescence; normalized: DMSO 0%, oxytocin 100%. actives 0.32% (n = 320,000);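 active = activation above the mean of all tested compounds plus 3 SD, cutoff set per screening run, cut at about 20% in these data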;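 note: peak over basal fluorescence ratio from a 100 s FLIPR kinetic read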
# DNA FID counter = counter-screen for HCV NS3 helicase inhibitors: DNA intercalator displacement; inhibition, % at 7.9 µM; actives 0.17% (n = 290,000); DNA fluorescent intercalator displacement, fluorescence; in the data active = inhibition above about 37%;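 note: 0% = vehicle and 100% = reference compound; higher means more ethidium bromide displaced from hairpin DNA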
# MEKK2 mut-MEK5 = signal of MEK5 binding to mutant human MEKK2 PB1 domain; bead flow cytometry, Alexa488-MEK5 binding to MEKK2 mutant; actives 0.35% (n = 290,000); AID 1530; percent response, % at 10 µM; in the data active = percent response above about 24%, passing the limit was not always enough; note: inactives centre near 1; some results filed as inactive read as strong as hits; reference of the scale not given here
# NALP1 inh = blocks the NALP1 inflammasome reconstituted in yeast; S. cerevisiae NALP1/ASC/caspase-1 growth, X-gal OD620, 72 h; inhibition, % at 10 µM; actives 0.61% (n = 280,000); AID 2071; in the data active = inhibition mostly above about 24%, no sharp cut-off; inactive = mostly below about 32%; note: some compounds called inactive have numbers as strong as hits
# MEKK3 PB1 HTS = MEKK3-MEK5 PB1 interaction, increase or decrease; Q99759; bead-based flow cytometry, Alexa488-MEK5 binding to MEKK3; actives lie on both sides; 0 = blocked by unlabeled MEK5, 100 = vehicle; binding response (% of control), % at 10 µM; actives 1.4% (n = 290,000); AID 1529;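 active = binding response more than 3 SD above or below the average of its plate-row segment, actives on both sides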;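 note: Alexa488 bead fluorescence after subtracting the streptavidin-only scavenger bead signal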
# Target sequence (Q99759 whole entry, looked up): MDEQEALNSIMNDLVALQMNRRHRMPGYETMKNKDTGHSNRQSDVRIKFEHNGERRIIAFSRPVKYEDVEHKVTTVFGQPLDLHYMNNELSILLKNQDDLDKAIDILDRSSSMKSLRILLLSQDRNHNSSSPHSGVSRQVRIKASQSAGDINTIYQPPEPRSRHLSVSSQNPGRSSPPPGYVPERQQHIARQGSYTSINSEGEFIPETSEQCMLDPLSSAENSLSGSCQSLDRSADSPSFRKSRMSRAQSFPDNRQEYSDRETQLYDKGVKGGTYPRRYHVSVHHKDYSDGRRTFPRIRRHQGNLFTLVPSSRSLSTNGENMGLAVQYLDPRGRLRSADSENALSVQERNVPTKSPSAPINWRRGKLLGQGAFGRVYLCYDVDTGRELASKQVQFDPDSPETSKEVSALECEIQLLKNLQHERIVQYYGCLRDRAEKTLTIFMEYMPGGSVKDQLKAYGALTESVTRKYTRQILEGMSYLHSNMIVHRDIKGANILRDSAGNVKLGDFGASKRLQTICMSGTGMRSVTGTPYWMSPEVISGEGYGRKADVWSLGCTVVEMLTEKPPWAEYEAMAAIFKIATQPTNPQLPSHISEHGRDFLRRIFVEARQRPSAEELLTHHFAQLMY
# * marks the source's active call; other numbers are inactive results; . = not tested or not shown.
SMILES,M18AAP inhibitor,GPR7 antagonist,MEKK2 WT-MEK5,PHOSPHO1 block,OXTR agonist,DNA FID counter,MEKK2 mut-MEK5,NALP1 inh,MEKK3 PB1 HTS
O=C(O)CCC(=O)NNc1nc(-c2ccccc2)c2cc(Cl)ccc2n1,30*,24,98,23,-0.1,-27,-2,23,98
O=C(N/N=C/c1ccc(F)cc1)c1c(O)c2ccccc2[nH]c1=O,-4,-6,99,-26,0.9,0,14,37,99
O=C(NCCCNCc1ccccc1)c1ccncc1,5,-6,97,-6,0.5,5,-5,2,97
O=C1C2CCCN2C(c2ccccc2F)N1c1ccc(Cl)cc1 (configuration not stated),-18,3,102,2,-2.0,-12,1,10,107
O=C(CSc1nc2cc(C(=O)O)ccc2c(=O)n1-c1ccc(F)cc1)Nc1ccc(F)c(F)c1F,-5,-16,104,18,-1.2,-19,4,4,105
O=S(=O)(N/N=C/c1ccc2c(c1)OCCO2)c1ccc(Cl)cc1,5,4,105,26,-1.6,2,10,24,107
CC(=O)Nc1ccc(C(=O)OCc2ccc(Cl)c(Cl)c2)cc1,-1,3,95,-10,3.9,-5,-2,15,92
CCN(CC)C(=O)C1CCCN(C(=O)c2cc(COc3cccc(OC)c3)on2)C1 (configuration not stated),-2,3,101,20,-0.3,-39,3,15,97
CCc1nnc(NC(=O)CSc2nnc3c(C)cc4c(C)ccc(C)c4n23)s1,0,8,112,16,-1.1,-19,18,22,99
C/C(=N\NC(=O)c1ccccc1F)c1cccc(NC(=O)c2ccc(C)cc2)c1,1,-13,101,31,-0.8,-42,2,12,102
CC1CCCC(NC(=O)COC(=O)c2ccc(N(C)C)cc2)C1C (configuration not stated),-1,-2,101,-7,-0.5,-7,-2,31,102
O=C(O)CC(Cc1ccc(Cl)cc1)C(=O)Nc1cc(Cl)ccc1Cl (configuration not stated),2,-8,97,44,-0.2,-23,-3,24,102
O=C(COc1cccc(NC(=O)c2ccco2)c1)c1ccc(F)cc1,1,1,114,4,0.0,-16,12,-27,116
Cc1cc2cc(CNC(=O)c3ccc(S(=O)(=O)N(C)C)cc3)ccc2n1C,3,-9,85,22,0.2,-23,-7,30,96
O=C(O)C1C(c2ccccc2)C(C(=O)Oc2ccccc2)C1c1ccccc1 (configuration not stated),7,-1,98,0,-0.6,-33,0,-23,99
O=C(NNc1ccccc1[N+](=O)[O-])Nc1ccc(F)cc1,38*,-2,98,-5,-0.1,-3,1,24,98
CCOc1ccc(N(C(=O)CNC(=O)c2cccs2)C(C(=O)NCC2CCCO2)c2ccc(OC)c(OC)c2)cc1 (configuration not stated),3,-8,100,37,-0.1,-33,0,2,101
COC(=O)c1nc(NC(=O)c2ccccc2)n[nH]1,-2,-13,89,42,0.0,1,-8,-3,90
Cc1ccc2c(c1)C(c1ccc(N3CCOCC3)cc1)=NNC(c1cccs1)=N2,-8,4,93,18,0.5,6,-6,-9,96
Cc1cc(C)nc(SCC(=O)Nc2ccc(S(=O)(=O)Nc3cc(C)on3)cc2)n1,4,2,112,30,-0.7,-22,7,1,105
C(=C\c1ccccn1)/c1ccccn1,-2,-1,78,40,-0.2,-5,-25,26,84
O=C(Nc1nnc(C2CC2)s1)c1cccc(S(=O)(=O)N2CCc3ccccc32)c1,-2,-10,90,-30,0.8,-2,-5,-13,88
CC(C)Oc1cccc(C(=O)NC(=S)Nc2ccc3c4c(cccc24)CC3)c1,0,-2,103,32,0.0,1,3,-5,108
Cc1cccc(OCCN2C(=O)c3ccccc3C2=O)c1,-2,-4,104,6,-1.3,-6,2,14,104
NC(=O)C1(N2CCCCC2)CCN(Cc2ccccc2Cl)CC1,3,-9,98,-1,1.5,3,0,7,99
O=C(O)c1cc(S(=O)(=O)N2CCCCC2)sc1Cl,0,-2,100,-10,0.7,2,1,19,99
COc1ccc(OC)c(S(=O)(=O)NC2CCN(Cc3ccccc3)CC2)c1,-4,-6,92,-8,-0.1,2,-9,18,90
OC(CN1C2=NCCCN2c2ccccc21)c1ccc(Cl)cc1 (configuration not stated),-2,9,111,-31,1.2,25,2,-3,107
Cc1nn(-c2ccccc2)c(C)c1/C=N/NC(=O)c1cc(-c2cccc3ccccc23)n[nH]1,7,-18,107,2,-1.0,-7,9,14,98
CC(C)NC(=O)NC(=O)COC(=O)CCOc1ccccc1,3,-12,88,4,0.6,-4,-7,8,94
CCOC(=O)c1ccc(NC(=O)CCSCCc2ccccn2)cc1,-2,-9,83,-31,2.5,-33,-14,0,92
O=C1NC(=Nc2ccccc2Cl)S/C1=C\c1cccc([N+](=O)[O-])c1,0,-7,97,19,0.1,-12,1,0,103
Cc1cc(C)c2sc(NC(=O)C3=COCCO3)nc2c1,11,-10,107,38,-0.1,-12,9,7,100
COc1cc(NS(=O)(=O)c2ccc(NC(=O)c3ccc(S(=O)(=O)N4CCCCC4)cc3)cc2)ncn1,-4,4,88,-2,2.0,3,-11,12,93
CC(NC(=O)c1cc(S(=O)(=O)N(C)C)ccc1Cl)C1CC2CCC1C2 (configuration not stated),-6,12,99,4,0.5,-29,-2,14,102
Cc1ccccc1C(=O)Nc1c2c(nn1C(C)(C)C)CS(=O)(=O)C2,4,22*,93,32,-0.6,-7,-7,20,96
CNC(=O)N(c1ccccc1)c1ccccc1,22,-7,98,16,0.2,3,2,7,101
C=C1CC[C@@H]2[C@](C)(CO)[C@H](O)CC[C@@]2(C)[C@@H]1/C=C/C1=CCOC1=O,1,-4,104,7,1.6,-22,5,-3,99
CN1CCN(C(=S)c2cn(Cc3ccccc3F)c3ccccc23)CC1,-6,-6,97,48,1.0,1,-5,-1,93
COc1ccccc1NC(=O)C(=O)NCC1COc2ccccc2O1 (configuration not stated),2,10,93,25,-0.8,-6,-1,42,93

# The closing 6 entries of the part above come first, to join the parts.
SMILES,M18AAP inhibitor,GPR7 antagonist,MEKK2 WT-MEK5,PHOSPHO1 block,OXTR agonist,DNA FID counter,MEKK2 mut-MEK5,NALP1 inh,MEKK3 PB1 HTS
CC(NC(=O)c1cc(S(=O)(=O)N(C)C)ccc1Cl)C1CC2CCC1C2 (configuration not stated),-6,12,99,4,0.5,-29,-2,14,102
Cc1ccccc1C(=O)Nc1c2c(nn1C(C)(C)C)CS(=O)(=O)C2,4,22*,93,32,-0.6,-7,-7,20,96
CNC(=O)N(c1ccccc1)c1ccccc1,22,-7,98,16,0.2,3,2,7,101
C=C1CC[C@@H]2[C@](C)(CO)[C@H](O)CC[C@@]2(C)[C@@H]1/C=C/C1=CCOC1=O,1,-4,104,7,1.6,-22,5,-3,99
CN1CCN(C(=S)c2cn(Cc3ccccc3F)c3ccccc23)CC1,-6,-6,97,48,1.0,1,-5,-1,93
COc1ccccc1NC(=O)C(=O)NCC1COc2ccccc2O1 (configuration not stated),2,10,93,25,-0.8,-6,-1,42,93
Cc1ccc(OCC(=O)Nc2ccccc2F)cc1C,-4,5,100,32,-3.0,-8,-6,14,107
CN1C(C(=O)NCc2cccc(C(F)(F)F)c2)CC2Cn3c(nc4cc(Cl)c(Cl)cc43)C21 (configuration not stated),.,.,86,34,2.1,.,5,.,110
Cc1ccsc1C1C2=C(CCCC2=O)Nc2ncnn21 (configuration not stated),2,-12,98,21,0.9,-7,1,-2,98
CCC(=O)Nc1ccc2nc(C3CC3)n(Cc3ccc(C(C)(C)C)cc3)c(=O)c2c1,-14,-1,85,20,-0.1,-18,-21,.,87
CCOC(=O)Nc1ccc(S(=O)(=O)N2CCC(C)CC2)cc1,1,-14,99,-13,0.3,-13,1,12,102
COc1cccc(CN2CCC(n3nccc3NC(=O)CCCc3ccccc3)CC2)c1O,7,-14,115,22,3.0,4,6,4,103
CC1CC(C)CN(S(=O)(=O)c2ccc3c(c2)NC(=O)C(C)C(=O)N3)C1 (configuration not stated),-3,-2,102,12,-0.5,-21,-2,8,103
O=C(Nc1nc(-c2ccccc2)cs1)C1CCCN(S(=O)(=O)c2cccc([N+](=O)[O-])c2)C1 (configuration not stated),6,-4,98,16,-1.3,4,1,-9,106
NC(=O)COC(=O)CSc1cccc2cccc(Cl)c12,-5,5,107,4,2.2,-2,8,-6,108
Cc1cc(F)ccc1S(=O)(=O)N1CCCOC1CNC(=O)C(=O)NCCN1CCOCC1 (configuration not stated),0,-3,107,47,-0.1,-5,6,-1,104
Cc1oc2ccc(Br)cc2c(=O)c1-c1nn[nH]n1,-6,-14,94,30,0.6,3,-7,9,102
CCS(=O)(=O)Nc1cccc(C2=NN(S(=O)(=O)c3ccccc3)C(c3ccco3)C2)c1 (configuration not stated),2,-2,92,37,1.2,-24,-13,.,93
CCCN1C(=O)/C(=C/c2ccc(C)o2)SC1=Nc1ccc(OCC)cc1,2,-2,99,-3,-0.5,-4,1,12,97
O=C(O)C1CCCCC1C(=O)Nc1ccc(F)c(F)c1 (configuration not stated),-11,-6,105,26,-1.1,2,1,20,102
CCOC(=O)c1c(S(=O)(=O)NCC(=O)Nc2ccc(C)cc2)c(C)n(C)c1C,-7,-4,103,17,-0.8,-21,3,11,101
CCOC(=O)c1ccc(NS(=O)(=O)c2c(C)nc3sccn3c2=O)cc1,5,-5,104,25,7.1,-19,1,6,102
Cc1ccc(N/C=C/C(=O)c2ccccc2)cc1Br,4,-7,105,39,1.5,-4,3,2,102
COCCn1c(SCC(=O)Nc2cc(C)on2)nc2c(c1=O)SC(C)C2 (configuration not stated),-5,-15,100,13,-0.3,-6,-3,.,101
CN(C)S(=O)(=O)n1cc(/C=C(\NC(=O)c2ccccc2)C(=O)N2CCCC2)c2ccccc21,3,3,103,24,-0.2,-49,0,9,101
CCCOc1ccc(C2c3c(oc4ccccc4c3=O)C(=O)N2CCCN2CCOCC2)cc1 (configuration not stated),-8,-9,97,7,0.0,-5,-4,16,101
COc1ccc(OC)c(NC(=O)CN(c2ccc(OC)c(Cl)c2)S(C)(=O)=O)c1,0,7,80,-16,3.4,-11,-8,28,79
Cn1ncc2c(Sc3ccc(Cl)cc3)ncnc21,1,-5,102,19,-0.6,-13,1,3,99
CS(=O)(=O)N1CCC(C(=O)Nc2c(F)cccc2F)CC1,5,-8,104,6,0.6,-1,6,-4,101
Cc1ccc([N+](=O)[O-])cc1NC(=O)C(C)N1CCCCC1 (configuration not stated),-1,-10,102,14,-0.7,0,1,8,100
Cc1cccc(CCNC(=O)c2cc(=O)[nH]c3ccc(Br)cc23)c1,-3,1,105,-12,-0.5,1,5,23,98
Cc1nn(CC(=O)N2CCCCCC2)c(=O)c2cc3occc3n12,1,-8,107,-20,0.2,-6,2,18,99
O=C(Nc1ccccc1)[C@@H]1CC=C[C@@H]2CCN(Cc3ccc(Cl)c(Cl)c3)C(=O)[C@@H]21,.,.,95,.,1.6,.,-6,.,100
Cc1ccc(C(=O)NCCCNC(=O)c2ccco2)cc1,-5,-8,101,20,0.8,-8,3,10,100
Cc1ccc(NC(=O)[C@H](Cc2ccccc2)NC(=O)[C@@H]2Cc3ccccc3CN2)c(C)c1,1,-5,103,28,0.4,10,2,-1,99
O=C(/C=C/Nc1ccc(S(=O)(=O)Nc2ncccn2)cc1)c1ccc(Cl)c(Cl)c1,-6,-13,99,-10,-1.5,-1,-1,18,97
COc1ccccc1NS(=O)(=O)c1ccc(OC)c([N+](=O)[O-])c1,2,0,94,39,2.3,4,-1,9,96
O=C(CCCSc1ccccc1)Nc1cccc(CO)c1,-1,0,97,-13,1.4,-13,-5,-14,104
CCN(CC)CC#CCC(C)(c1ccccc1)c1ccccc1,-3,4,112,27,-0.1,17,8,31*,107

# High-throughput results from PubChem BioAssay.
